Compound activity from PubChem BioAssay.
TNAP act hi DEA: TNAP activators at high phosphate acceptor level, primary screen, biochemical, luminescence, uHTS | activation factor at 20 µM | purified TNAP, CDP-star luminescence, 1 M DEA, 30 min; active compounds read high; 0 = EDTA background, 1 = DMSO-only activity | Alkaline phosphatase, tissue-nonspecific isozyme (Homo sapiens), P05186 | AID 1136, 2008 | 200,000 tested, under 10 active;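 active = activation factor at least 2 at 20 µM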
Target sequence (P05186 whole entry, looked up): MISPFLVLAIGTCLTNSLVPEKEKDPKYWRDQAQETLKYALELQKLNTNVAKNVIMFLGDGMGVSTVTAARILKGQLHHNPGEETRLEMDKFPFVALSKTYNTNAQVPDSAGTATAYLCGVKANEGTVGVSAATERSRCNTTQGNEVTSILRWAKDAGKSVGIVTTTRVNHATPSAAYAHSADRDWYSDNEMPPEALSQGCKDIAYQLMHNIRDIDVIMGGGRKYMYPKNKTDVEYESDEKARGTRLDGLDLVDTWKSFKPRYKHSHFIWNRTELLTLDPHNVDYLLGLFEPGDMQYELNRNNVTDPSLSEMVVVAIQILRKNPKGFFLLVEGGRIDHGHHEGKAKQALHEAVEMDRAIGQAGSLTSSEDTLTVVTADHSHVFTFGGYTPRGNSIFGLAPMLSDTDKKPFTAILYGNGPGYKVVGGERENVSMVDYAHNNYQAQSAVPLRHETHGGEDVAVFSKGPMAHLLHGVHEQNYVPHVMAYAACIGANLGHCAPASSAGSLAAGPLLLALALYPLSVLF
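Control set: EDTA negative control, DMSO positive control / Assay system: human TNAP / Quantity: TNAP 1/800 final / Evaluation: TNAP activation factor scaled between EDTA and DMSO control wells / Measured by: luminescent substrate turnover signal / Compound dosing: one dose, 20 µM / Times: 30 min enzyme reaction at room temperature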
FLuc stim CS: FLuc activators, initial screening, artefact control for FLuc-dependent activation tests, biochemical, ATPlite luminescence | Luciferin 4-monooxygenase (Photinus pyralis), P08659 | ATPlite luciferase biochemical, 10 min; 0 = ATP-free wells, 1 = DMSO control | activation factor at 10 µM | 200,000 tested, under 10 active | AID 1027, 2008;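 active = luciferase activation factor, scaled between plate controls, of at least 2 with compound at 10 µM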
Target sequence (P08659 whole entry, looked up): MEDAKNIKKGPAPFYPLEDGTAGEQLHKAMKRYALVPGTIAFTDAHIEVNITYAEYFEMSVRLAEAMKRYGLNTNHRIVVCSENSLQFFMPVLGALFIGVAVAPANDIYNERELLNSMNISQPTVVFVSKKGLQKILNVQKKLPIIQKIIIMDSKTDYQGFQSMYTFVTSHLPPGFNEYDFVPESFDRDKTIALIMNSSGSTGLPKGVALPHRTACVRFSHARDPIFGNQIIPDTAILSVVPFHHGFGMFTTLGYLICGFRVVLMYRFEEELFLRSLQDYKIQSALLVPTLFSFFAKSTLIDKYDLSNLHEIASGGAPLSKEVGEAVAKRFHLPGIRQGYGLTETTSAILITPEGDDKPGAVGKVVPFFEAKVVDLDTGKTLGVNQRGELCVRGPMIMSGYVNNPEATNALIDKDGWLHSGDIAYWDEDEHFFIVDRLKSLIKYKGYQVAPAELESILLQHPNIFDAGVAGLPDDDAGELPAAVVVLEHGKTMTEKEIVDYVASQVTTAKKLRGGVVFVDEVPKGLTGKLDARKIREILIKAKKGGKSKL
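assay system = Luciferase/luciferin detection reagent, cell-free biochemical luciferase assay | also added = ATP substrate | times = 10 min post-reagent at room temperature | measured by = luminescence from luciferase reaction | measure = luciferase activation, seen as luminescence increase over controls | benchmarks = low control with PBS replacing ATP, high control enzyme plus ATP without compound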
TNAP inh no acc: human TNAP enzyme inhibitors, primary screen, biochemical, luminescent, no phosphate acceptor, uHTS; Alkaline phosphatase, tissue-nonspecific isozyme (Homo sapiens), P05186; purified TNAP, CDP-star luminescence, 30 min; inhibition, % at 20 µM; 200,000 compounds, 0.26% hits;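 active = tissue-nonspecific alkaline phosphatase inhibition above about 50% at 20 µM in the single-dose screen, limit read from the data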;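 also: 0% = DMSO negative control and 100% = EDTA positive control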
bIAP act: bovine intestinal alkaline phosphatase activators, primary screen, biochemical, bovine IAP, CDP-star luminescence; alkaline phosphatase, intestinal [Bos taurus]; purified bovine IAP, 30 min; active compounds read high; fold of DMSO-control signal, blank-subtracted; activation factor at 20 µM; 200,000 compounds, 0.17% hits; AID 1016, 2008;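 active = activation factor of 2 or more at 20 µM, a signal rise over negative controls twice the positive control's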
FLuc inhib CS: firefly luciferase enzyme inhibitors, primary screen, artefact control for luciferase-based inhibitor screens, biochemical, luminescence, ATPLite; AID 1006, 2008; Luciferin 4-monooxygenase (Photinus pyralis), P08659; inhibition, % at 10 µM; 10 min; 200,000 compounds, 1.5% hits;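 active = inhibition above about 50% when tested at 10 µM, limit read from the data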
PMI act satM6P: human PMI activators, high substrate, primary screen, biochemical, fluorescence intensity, near-saturating mannose 6-phosphate; Mannose-6-phosphate isomerase (Homo sapiens), P34949; coupled PMI enzyme assay, resazurin fluorescence, 20 min; active compounds read high; 1 = untreated enzyme, 0 = substrate-free blank; activation factor at 20 µM; 190,000 compounds, 0.34% hits;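 active = activation factor of 2 or more at 20 µM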
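Material: human phosphomannose isomerase with PGI, G6PDH, diaphorase coupling enzymes / Reagent: Man-6-P substrate 1.0 mM / Dosing: single compound dose of 20 µM, 1% DMSO final / Incubation: enzyme reaction with compound 20 min at room temperature / Signal: resorufin fluorescence (Ex 544/Em 590 nm) from resazurin via diaphorase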
APP 5'UTR act: activators of APP 5'UTR luciferase reporter, primary screen, SH-SY5Y cells. SH-SY5Y APP 5'UTR luciferase reporter, luminescence; zero percent = DMSO vehicle wells. activation, % at 2 µM. 190,000 compounds, 1% hits;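 active = activation above a set limit, based on mean plus 3 SD of controls, cut at about 140% in these data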; also: values of inactives mirror those of a sister screen read the other way
PMI act: activators of human PMI, primary screen, biochemical, fluorescence intensity, near-Km mannose 6-phosphate; Mannose-6-phosphate isomerase (Homo sapiens), P34949; purified human PMI, coupled resazurin fluorescence, 20 min; active compounds read high; 1 = vehicle control, 0 substrate-free wells; activation factor at 20 µM; 190,000 compounds, 0.005% hits; AID 1214, 2008;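 active = activation factor of 2 or more at 20 µM, relative to plate controls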
TNAP inh hi DEA: human TNAP enzyme inhibitors, primary screen, biochemical, luminescent, high phosphate acceptor level, uHTS; Alkaline phosphatase, tissue-nonspecific isozyme (Homo sapiens), P05186; 200,000 compounds, 0.03% hits; inhibition, % at 20 µM; purified TNAP, CDP-star luminescence, 1 M DEA; AID 1135, 2008;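 active = over 50% inhibition of tissue-nonspecific alkaline phosphatase at 20 µM in the single-dose screen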;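 also: plate controls were DMSO wells for no effect and EDTA-quenched wells as full inhibition for full effect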
NF-kB neuron act: activators of NF-kB expression in neurons, primary screen, cell-based, HTS; 190,000 compounds, 1.6% hits; fold change at 12.5 µM; AID 1239, 2008; human neuronal cells, NF-kB reporter expression; active compounds read high; in the data active = fold change above about 3.3
Active calls of the source: *; x = not tested or not shown.

SMILES	TNAP act hi DEA	FLuc stim CS	TNAP inh no acc	bIAP act	FLuc inhib CS	PMI act satM6P	APP 5'UTR act	PMI act	TNAP inh hi DEA	NF-kB neuron act
COc1ccc(C(CNC(=O)c2cc3ccccc3o2)N2CCCCC2)cc1 (stereo not given)	1	1	-2.8	1	-2.3	1	32.8	0.9	1.8	0.87
C=CSc1sc(Cl)c(N(CC)CC)c1[N+](=O)[O-]	1	1	-4.9	1.1	-3.2	1.3	23.6	1.2	0.5	1.12
N#CCN1CCCC(C(N)=O)C1 (stereo not given)	1	1.1	-5.0	1	-6.5	1	-13.7	1.1	-1.0	1.5
CCN(CC)CCCN(Cc1cc2cc3c(cc2[nH]c1=O)OCCO3)C(=O)Nc1ccccc1	1	1	-5.6	1	-3.1	1	4.2	1	-1.6	1.04
COCCNC(=O)c1c(N)sc2c1CCCC2	1.1	1.1	-10.0	1.2	-5.4	1	0.2	0.9	-6.3	0.97
CN(C)c1ccc(/C=N/NC(=O)c2ccnn2C)cc1	1	0.5	-4.7	1.1	46.1	0.9	46.0	1	-3.9	4.36*
COc1ccc2[nH]cc(C(=O)CN3CCN(C4CCCCC4)CC3)c2c1	1	1	-6.6	1	-2.2	0.9	-0.4	0.8	-4.2	0.95
Cc1ccc(NC(=O)c2cc([N+](=O)[O-])ccc2NCc2cccnc2)cc1Cl	1	1.1	-7.6	0.8	-9.4	0.9	7.0	1	-4.4	0.71
COc1ccccc1CN1C[C@@H]2C[C@@H](c3[nH]c4ccc(C)cc4c3C)N3CCC[C@@]23C1=O	1	1	-5.9	1.1	4.6	0.7	-0.4	0.8	0.5	0.99
COC(=O)c1[nH]c2ccc(C)cc2c1NC(=O)CN1CCN(c2ccccc2)CC1	1	1	-1.1	1	-1.4	1	3.1	0.9	0.1	0.54
O=C(CCNc1ccc(Cl)c(C(F)(F)F)c1)c1ccco1	1	1.1	-0.4	0.7	-6.0	0.8	x	0.8	-4.6	1.16
CNS(=O)(=O)c1cccc(C(=O)OCC(=O)NCc2ccccc2)c1	1	1	-14.6	0.9	-4.6	1	-35.6	1.1	-0.7	1.89

Compounds listed so far containing four or more nitrogen atoms:
SMILES	TNAP act hi DEA	FLuc stim CS	TNAP inh no acc	bIAP act	FLuc inhib CS	PMI act satM6P	APP 5'UTR act	PMI act	TNAP inh hi DEA	NF-kB neuron act
CCN(CC)CCCN(Cc1cc2cc3c(cc2[nH]c1=O)OCCO3)C(=O)Nc1ccccc1	1	1	-5.6	1	-3.1	1	4.2	1	-1.6	1.04
CN(C)c1ccc(/C=N/NC(=O)c2ccnn2C)cc1	1	0.5	-4.7	1.1	46.1	0.9	46.0	1	-3.9	4.36*
Cc1ccc(NC(=O)c2cc([N+](=O)[O-])ccc2NCc2cccnc2)cc1Cl	1	1.1	-7.6	0.8	-9.4	0.9	7.0	1	-4.4	0.71
COC(=O)c1[nH]c2ccc(C)cc2c1NC(=O)CN1CCN(c2ccccc2)CC1	1	1	-1.1	1	-1.4	1	3.1	0.9	0.1	0.54

Next records follow:
SMILES	TNAP act hi DEA	FLuc stim CS	TNAP inh no acc	bIAP act	FLuc inhib CS	PMI act satM6P	APP 5'UTR act	PMI act	TNAP inh hi DEA	NF-kB neuron act
COc1cc2c(cc1NC(=O)c1cccc(S(=O)(=O)N(C)C)c1)oc1ccccc12	1	1	-6.7	1	-0.9	1	19.9	1	-4.3	1.45
CCCOc1ccc(-c2nn(-c3ccccc3)cc2/C=C2\SC(=S)N(C3CCS(=O)(=O)C3)C2=O)cc1 (stereo not given)	0.9	1	7.1	0.8	-3.3	0.9	-1.9	0.9	13.2	1.11
c1ccc2c(c1)C(=NC1CCCCC1)NC2=NC1CCCCC1	1	1.1	6.2	0.7	-8.4	1	-8.2	1.1	-3.8	0.54
COc1ccc(N2CCN(C(=O)CN(C)S(=O)(=O)c3ccc4c(c3)c(=O)n(C)c(=O)n4C)CC2)cc1	1	1	-8.4	1	-1.0	1	13.1	1	-2.9	0.88
CC(C)NC(=O)CSc1nc2ccccc2n1-c1ccccc1	1.1	1.1	-6.7	0.9	-10.2	1	2.5	1	-5.1	1.05
Cc1ccc2oc(-c3ccccc3)c(C(=O)O)c(=O)c2c1	1	0.9	-6.0	1	6.1	1.2	166.1*	1.2	-0.8	4.03*
NS(=O)(=O)c1ccc(N/N=C/c2ccccc2Br)cc1	1	1	-5.9	1	-4.2	1	33.2	1	-0.7	1.26
COC(=O)C(NC(=O)CSc1nc(N)cc(=O)[nH]1)c1ccccc1 (stereo not given)	1	1.1	-9.6	1.1	-7.0	0.9	5.7	0.9	-4.2	1.22
CCOC(=O)N1CCC(N2CCCC(C(=O)c3cc(F)ccc3OC)C2)CC1 (stereo not given)	1	1	-3.0	1.2	-2.8	0.9	-1.2	0.9	-2.6	x
Cc1nnc(NCCc2ccccc2)n(N)c1=O	0.9	0.9	8.0	1	5.6	1	10.7	1	5.3	1.07
CCOc1ccccc1N/C(=C(/C(Cl)=C(Cl)Cl)[N+](=O)[O-])n1cncn1	1	1	-17.4	1	-3.4	1.4	11.1	1.3	4.9	0.97
O=S1(=O)CC(N2CCCCC2)C(N2CCCCC2)C1 (stereo not given)	1.1	1.1	-17.0	1	-5.1	1.1	-1.7	1.1	-8.9	1.19
O=C1CCCCC1C(Nc1ccc(Cl)cc1)c1ccccc1 (stereo not given)	1	1.1	-4.4	0.8	-6.3	1	-5.9	0.9	2.0	0.95
Cc1nc(NS(=O)(=O)c2ccccc2)sc1C(C)(C)C	1.1	1	-5.6	0.9	-1.1	1.1	10.2	1.2	-6.8	1.12
O=S(=O)(c1ccc(F)cc1)c1nc(-c2ccccc2F)oc1N1CCCCC1	1	1.1	5.2	0.7	-7.0	1	27.7	0.9	0.1	1.02
O=C(COC(=O)c1ccc(CNS(=O)(=O)c2ccc(F)c(Cl)c2)cc1)NC1CCCCCCC1	1	1	0.6	1	-2.2	1	15.2	0.9	-3.1	1.13
Cc1cc(C(=O)N/N=C\c2ccc(COc3ccc([N+](=O)[O-])cc3)o2)ccc1[N+](=O)[O-]	1	1.1	-5.7	0.8	-5.6	0.8	-21.1	0.8	0.5	1.04
CC(C)(C)C(=O)Nc1ccc(C(=O)OC2CCCCC2)cc1	1.1	1	1.4	0.9	-2.0	1	133.2	1	-7.2	3.63*
NS(=O)(=O)c1cccc(NS(=O)(=O)c2ccc(/C=C/C(=O)OCC(=O)c3ccc(Br)cc3)cc2)c1	1	1.1	11.9	1	-7.5	0.9	4.3	0.9	1.1	x
Cc1ccc(-n2c(C)cc(C(=O)COC(=O)c3ccc[nH]c3=O)c2C)cc1	1	0.2	-15.5	0.9	81.2*	1	64.7	0.9	-3.7	1.6
COc1ccc(OCC(=O)N2CCc3c([nH]c4ccccc34)C2c2ccccn2)cc1 (stereo not given)	1.1	1.1	-6.6	0.9	-5.0	0.8	19.8	0.8	-5.6	0.87
Cc1cc(C(=O)OCC(=O)N2c3ccccc3NC(=O)C2(C)C)c(C)n1-c1ccccc1	1	1	-7.4	0.9	-2.6	0.9	16.8	0.8	-2.4	0.77
O=C(Cn1cc(C(F)(F)F)cc(Cl)c1=O)Nc1cc(Cl)cc(Cl)c1	1.1	1.1	-2.7	0.5	-7.6	0.9	-25.6	1	-6.0	1.03
Cc1c(NC(=O)N2CCCCCC2)c(=O)n(-c2ccccc2)n1C	1	1.1	-9.3	1	-9.7	1	0.2	1	-2.4	1.02
COc1ccc(OC)c2c1sc(=NC(=O)c1cccc(N3C(=O)CCC3=O)c1)n2C	1	1.1	-6.8	0.9	-8.4	0.9	-1.3	0.9	-3.0	1
CCOC(=O)c1cnc2ccc(OCC)cc2c1N1CCN(C)CC1	1	1	-3.5	1	-2.6	0.9	-21.5	1	3.5	0.9
CCOC(=O)C1=C2c3cc(OC)c(OC)cc3CC(C)(C)N2C(=O)C1=O	1	1	-5.0	1.1	-2.9	0.8	1.1	1	1.7	1.03
CCNC(=O)c1sccc1-n1cccc1	1	1	-6.2	1	-1.3	1	-28.2	1	2.1	0.94
O=S(=O)(Nc1ccc(S(=O)(=O)N2CCCCC2)cc1)c1ccc(Br)s1	1	1	-10.3	0.9	-2.6	1	17.1	0.9	-2.3	0.84
CCCn1c2c(c(O)c(C(=O)Nc3ccc(OC)cc3)c1=O)CCCC2	1.1	1.1	-5.7	1.1	-6.6	0.9	2.2	1	-7.8	0.88
CCN(CC)C(=O)C(=O)Nc1ccc(OC)c(Cl)c1	1	1	-2.9	1	3.1	1.1	1.3	1	-1.4	1.34
CN(Cc1ccccc1)C(=O)Cn1c(=O)oc2cc(S(=O)(=O)NCc3ccccc3)ccc21	1.1	1	-17.3	1	1.0	1	6.1	1	-6.7	1.19
Cc1ccc(-n2nc3c(c2NC(=O)c2c(-c4ccccc4Cl)noc2C)CS(=O)(=O)C3)c(C)c1	1	1	-5.4	1	-3.8	1	-8.3	1	-0.6	1.94
COc1ccc(-n2nc(C(=O)NCC(=O)NCc3ccco3)c3ccccc3c2=O)c(OC)c1	1	1.1	-9.2	1	-7.8	0.9	-3.8	0.9	-4.1	1.02
O=c1c2ccccc2nc(SCc2nnc(-c3ccccc3Br)o2)n1Cc1ccco1	1.1	1.1	-20.6	1	-7.1	1.1	6.2	1.1	-5.2	1
Cc1cccc(NC(=O)Cn2cc([N+](=O)[O-])cn2)n1	1	1	4.2	1.1	-3.1	1.1	3.5	1.1	-1.8	1.64
COc1ccc2c(c1O)Cc1ccccc1C2=O	0.8	1	10.8	0.9	0.8	0.5	7.9	0.9	21.9	2.06
CN(C)c1cccc(C(=O)Nc2cccc(F)c2)c1	1	0.9	-12.0	1	10.2	0.9	66.8	0.6	-2.4	2.98
COc1ccc(OC)c(CN2CCN(C(=O)c3cccc4ccccc34)CC2)c1	1	1.1	-8.6	1.2	-5.1	0.9	-12.3	0.9	-0.9	1.05
COc1ccccc1C1CC(c2ccc(Cl)cc2)Nc2ncnn21 (stereo not given)	1	1	-1.3	1	-1.9	0.8	16.8	0.8	-1.5	1.12
O=C(Nc1sc2c(c1C(=O)O)CCC2)c1ccco1	1.1	0.8	-6.2	1	16.0	1	-5.3	1	-5.9	1.61
CCn1cc(C(C)NC(=O)Nc2ccc3c(c2)OCO3)c(C)n1 (stereo not given)	1	1	-7.0	0.9	-0.8	0.9	-0.4	0.9	0.6	0.98
COc1ccc(C(=O)NN2C(=O)C3CCC(C)(C2=O)C3(C)C)cc1 (stereo not given)	1	1	-9.4	1	-4.2	1.1	12.0	1.1	2.3	1.18
